Screens: PubChem BioAssay, several laboratories
Neddylation inh – inhibitors of cullin neddylation, primary screen, biochemical, TR-FRET, uHTS, NAE and Ubc12; NEDD8-conjugating enzyme Ubc12 (Homo sapiens) + NEDD8-activating enzyme E1 regulatory …; calls only at 25 µM; actives 0.58% (n = 360,000); AID 651699, 2012; in the data active means inhibition above about 36%
Rin1 Abl inh – inhibitors of Rin1-Abl protein binding, primary screen, biochemical, TR-FRET. inhibition, % at 7.35 µM. actives 0.4% (n = 360,000). AID 588664, 2011; in the data active means inhibition above about 5%, passing the limit was not always enough
SKN-1 inh – suppressors of acrylamide-induced Pgst-4::GFP reporter in worms, primary screen, SKN-1 inhibitor project, whole organism, uHTS, GFP/RFP fluorescence ratio, strain VP596 | AID 624304, 2012 | actives 0.49% (n = 360,000) | C. elegans VP596 Pgst-4::GFP/RFP ratio, 24 h | inhibition, % at 21.8 µM;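 active means interference check ratio from 0.5 to 1.5 plus GFP to RFP signal ratio inhibition reaching or exceeding a fixed threshold, cut at about 30% in these data, passing the limit was not always enough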; further: some compounds called inactive have numbers as strong as hits
MT1-MMP act inh – blockers of MT1-MMP proenzyme processing, primary screen, HT1080 RFP-PRO-GFP cells, GFP/RFP fluorescence; Matrix metalloproteinase-14 (Homo sapiens), P50281; GFP/RFP ratio fluorescence, overnight; percent of plate control window, DMSO zero; GFP/RFP ratio change, % at 20 µM; actives 0.061% (n = 360,000);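 active means GFP/RFP ratio change of at least 30% with cell ATP level not reduced by more than half and red fluorescence within 50% of control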; further: strong numbers were not always called active
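Material: RFP-PRO-GFP reporter HT1080 cells. Dosing: single-point 20 µM compound, 1% DMSO. Controls: DMSO and RFP-L50D-GFP cell wells. Timing: cells overnight before dosing, compound overnight, 37 °C, 5% CO2. Measure: GFP/RFP fluorescence ratio.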
NRP1-CendR mod – modulators of CendR peptide binding to NRP-1, primary screen, biochemical, fluorescence polarization, uHTS. AID 602438, 2012. FAM-RPARPAR peptide binding to NRP-1. Neuropilin-1 (Homo sapiens), O14786. inhibition, % at 25 µM. actives 0.85% (n = 360,000);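 active means inhibition or corrected inhibition above about 18%, plus a signal ratio from 0.5 to 1.5, limit read from the data, passing the limit was not always enough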; further: strong numbers were not always called active
eLon inh – inhibitors of E. coli Lon protease, primary screen, biochemical, fluorescence polarization; actives 0.42% (n = 360,000); inhibition, % at 7.94 µM; P0A9M0; purified E. coli Lon protease; in the data active means inhibition above about 13%, passing the limit was not always enough;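 further: 0% = enzyme with probe and DMSO and 100% = no enzyme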
Target sequence (P0A9M0 whole entry, looked up): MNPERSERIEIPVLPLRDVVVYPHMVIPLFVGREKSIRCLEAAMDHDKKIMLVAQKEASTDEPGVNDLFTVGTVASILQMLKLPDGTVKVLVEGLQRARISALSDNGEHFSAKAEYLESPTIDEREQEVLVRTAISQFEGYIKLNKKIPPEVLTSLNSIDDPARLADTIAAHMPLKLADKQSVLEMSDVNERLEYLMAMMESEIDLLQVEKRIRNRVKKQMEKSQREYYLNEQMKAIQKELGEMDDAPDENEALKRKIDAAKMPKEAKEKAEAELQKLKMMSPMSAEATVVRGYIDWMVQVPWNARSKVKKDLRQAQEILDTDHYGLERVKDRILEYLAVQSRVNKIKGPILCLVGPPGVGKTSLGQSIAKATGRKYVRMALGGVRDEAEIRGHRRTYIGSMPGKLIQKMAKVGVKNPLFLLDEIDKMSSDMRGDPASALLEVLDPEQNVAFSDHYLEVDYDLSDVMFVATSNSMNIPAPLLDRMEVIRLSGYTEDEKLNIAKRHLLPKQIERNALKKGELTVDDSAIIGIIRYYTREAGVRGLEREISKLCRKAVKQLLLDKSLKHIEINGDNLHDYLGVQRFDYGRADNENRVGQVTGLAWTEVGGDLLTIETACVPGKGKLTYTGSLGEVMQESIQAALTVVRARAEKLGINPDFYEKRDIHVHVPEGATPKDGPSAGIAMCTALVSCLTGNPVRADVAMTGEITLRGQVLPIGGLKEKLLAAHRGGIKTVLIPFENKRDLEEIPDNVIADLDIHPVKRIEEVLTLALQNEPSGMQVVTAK
FAS TE block – FAS thioesterase domain inhibitors, primary screen, biochemical, fluorescence intensity, uHTS; recombinant FAS-TE, OMFH fluorogenic substrate, fluorescence endpoint; inhibition, % at 15 µM; actives 0.67% (n = 360,000); AID 602261, 2012;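 active means compounds whose normalised, plate-corrected inhibition of enzyme fluorescence in the single-dose primary screen is 50% or more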;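 further: 0% = DMSO with enzyme and 100% = substrate without enzyme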
MsrA inhibitor – bovine MsrA enzyme inhibitors, primary screen, biochemical, absorbance, HTS; Methionine sulfoxide reductase A (Bos taurus); purified bovine MsrA, absorbance read-out; inhibition, % at 15.5 µM; actives 0.75% (n = 360,000); AID 651718, 2012; in the data active means inhibition above about 4.5%;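 further: 0% = vehicle wells with enzyme and 100% = reference inhibitor wells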
MsrA act – bovine MsrA enzyme activators, primary screen, biochemical, absorbance, HTS; purified bovine MsrA, absorbance read-out; activation, % at 10.6 µM; actives 0.3% (n = 360,000); Methionine sulfoxide reductase A (Bos taurus); in the data active means activation above about 7.5%;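 further: 0% = vehicle and 100% = reference activator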
* marks the source's active call; other numbers are inactive results. An unsorted share of the library; any-hit rate near 4.2%.

O=C1N(Nc2ccccc2)C(c2ccc(Br)cc2)C12CCCCC2 (configuration not stated) was read as Neddylation inh inactive, Rin1 Abl inh -0.7, SKN-1 inh 6.5, MT1-MMP act inh 1.8, NRP1-CendR mod -17.9, eLon inh -0.1, FAS TE block -4.1, MsrA inhibitor -0.6 and MsrA act -5.3.
For CC1(C)CC(=O)c2c(O)cc(OCC(=O)Nc3ccc(CCO)cc3)cc2O1 the results were Neddylation inh inactive, Rin1 Abl inh -1.6, SKN-1 inh 3.2, MT1-MMP act inh 0.1, NRP1-CendR mod -5.5, eLon inh 4.0, FAS TE block -3.5, MsrA inhibitor 1.1 and MsrA act -8.7.
Screening Cc1coc2c(C)c3oc(=O)c(CCC(=O)N[C@H](C(=O)O)C(C)C)c(C)c3cc12 returned Rin1 Abl inh -0.2, SKN-1 inh 5.8, MT1-MMP act inh 4.3, NRP1-CendR mod -9.8, eLon inh -9.4, FAS TE block -6.2, MsrA inhibitor 2.7 and MsrA act -8.9.
`O=C(NC(=S)N1CCOCC1)c1ccc([N+](=O)[O-])cc1` gave Neddylation inh inactive, Rin1 Abl inh -1.9, SKN-1 inh -22.1, MT1-MMP act inh 2.6, NRP1-CendR mod -8.8, eLon inh -16.6, FAS TE block -1.9, MsrA inhibitor 1.0 and MsrA act -7.8.
N#CCSc1nnc(-c2ccc3c(c2)OCO3)o1 was read as Neddylation inh inactive, Rin1 Abl inh -3.1, SKN-1 inh 1.8, MT1-MMP act inh -1.6, NRP1-CendR mod 11.3, eLon inh 3.2, FAS TE block -5.2, MsrA inhibitor 0.3 and MsrA act -5.0.
CCC1CCC/C1=N\NC(=O)c1ccccc1C (configuration not stated) was read as Neddylation inh inactive, Rin1 Abl inh -2.9, SKN-1 inh -9.0, MT1-MMP act inh 4.3, NRP1-CendR mod 14.5, eLon inh 6.8, FAS TE block -3.8, MsrA inhibitor 1.0 and MsrA act -7.4.
For Cc1ccc(-c2cc[n+](Cc3ccccc3)cc2)cc1 the results were Neddylation inh inactive, Rin1 Abl inh -5.3, SKN-1 inh 8.3, MT1-MMP act inh -5.2, NRP1-CendR mod 9.3, eLon inh 3.3, FAS TE block -7.0, MsrA inhibitor 2.0 and MsrA act -2.6.
For O=c1oc(-c2ccc([N+](=O)[O-])cc2)nc2ccc(O)cc12 the results were Neddylation inh inactive, Rin1 Abl inh 16.9*, SKN-1 inh 1.1, MT1-MMP act inh 2.4, NRP1-CendR mod 10.8, eLon inh -1.9, FAS TE block 9.2, MsrA inhibitor 1.7 and MsrA act -1.4.
`O=C(N/C(=C\c1ccccc1Cl)C(=O)N1CCOCC1)c1ccc([N+](=O)[O-])cc1` gave Neddylation inh inactive, Rin1 Abl inh 0.7, SKN-1 inh -8.3, MT1-MMP act inh 1.1, NRP1-CendR mod -3.0, eLon inh 3.5, FAS TE block 37.3, MsrA inhibitor -0.3 and MsrA act -9.3.
Screening Cc1ccc(SCC(=O)Nc2cc(C)on2)cc1 returned Neddylation inh inactive, Rin1 Abl inh 4.3, SKN-1 inh -9.4, MT1-MMP act inh 0.9, NRP1-CendR mod -1.9, eLon inh -7.3, FAS TE block -2.0, MsrA inhibitor -1.1 and MsrA act 1.5.
For CCC(C)c1ccccc1N1CC(C(=O)Nc2cccc(S(=O)(=O)N3CCOCC3)c2)CC1=O (configuration not stated) the results were Neddylation inh inactive, Rin1 Abl inh 0.9, SKN-1 inh 29.6, MT1-MMP act inh -2.2, NRP1-CendR mod 1.2, eLon inh -0.3, FAS TE block 0.6, MsrA inhibitor -0.2 and MsrA act -2.2.
FC(F)(F)Oc1ccccc1C(c1nnnn1C1CCCCC1)N1CCN(C/C=C/c2ccccc2)CC1 (configuration not stated) was read as Neddylation inh inactive, Rin1 Abl inh 5.2, SKN-1 inh 2.5, MT1-MMP act inh 0.0, NRP1-CendR mod -11.3, eLon inh -1.4, FAS TE block 9.1, MsrA inhibitor 0.4 and MsrA act -13.7.

Retrieved by structure from above:
For Cc1ccc(-c2cc[n+](Cc3ccccc3)cc2)cc1 the results were Neddylation inh inactive, Rin1 Abl inh -5.3, SKN-1 inh 8.3, MT1-MMP act inh -5.2, NRP1-CendR mod 9.3, eLon inh 3.3, FAS TE block -7.0, MsrA inhibitor 2.0 and MsrA act -2.6.
N#CCSc1nnc(-c2ccc3c(c2)OCO3)o1 was read as Neddylation inh inactive, Rin1 Abl inh -3.1, SKN-1 inh 1.8, MT1-MMP act inh -1.6, NRP1-CendR mod 11.3, eLon inh 3.2, FAS TE block -5.2, MsrA inhibitor 0.3 and MsrA act -5.0.
FC(F)(F)Oc1ccccc1C(c1nnnn1C1CCCCC1)N1CCN(C/C=C/c2ccccc2)CC1 (configuration not stated) was read as Neddylation inh inactive, Rin1 Abl inh 5.2, SKN-1 inh 2.5, MT1-MMP act inh 0.0, NRP1-CendR mod -11.3, eLon inh -1.4, FAS TE block 9.1, MsrA inhibitor 0.4 and MsrA act -13.7.

(next part)
For CN(C)c1cc[nH]c(=O)c1C#N the results were Neddylation inh inactive, Rin1 Abl inh -1.6, SKN-1 inh 7.7, MT1-MMP act inh -2.0, NRP1-CendR mod -7.6, eLon inh -4.9, FAS TE block -3.2, MsrA inhibitor 3.0 and MsrA act -9.4.
`O=C(Nc1ccc(N2CCOCC2)cc1)C1CCN(S(=O)(=O)Cc2ccccc2)CC1` gave Neddylation inh inactive, Rin1 Abl inh -1.2, SKN-1 inh 3.8, MT1-MMP act inh -1.3, NRP1-CendR mod 1.4, eLon inh -5.1, FAS TE block -8.1, MsrA inhibitor 0.7 and MsrA act -10.6.
Screening CCn1c(CSc2ncccn2)nnc1SCC(=O)N1CCc2ccccc21 returned Neddylation inh inactive, Rin1 Abl inh 0.6, SKN-1 inh -0.5, MT1-MMP act inh -6.0, NRP1-CendR mod -4.6, eLon inh 0.9, FAS TE block -1.3, MsrA inhibitor -0.6 and MsrA act -2.7.
For CCC1(C(=O)c2ccc(Cl)cc2)C2c3ccccc3OC(=O)C21C(=O)Nc1ccccc1 (configuration not stated) the results were Neddylation inh inactive, Rin1 Abl inh -2.3, SKN-1 inh 4.7, MT1-MMP act inh -0.9, NRP1-CendR mod 2.7, eLon inh -13.8, FAS TE block 31.5, MsrA inhibitor -0.1 and MsrA act -8.3.
`COc1ccc(O)c(-c2c(-c3ccc(Cl)cc3)n[nH]c2C)c1` gave Neddylation inh inactive, Rin1 Abl inh -3.3, SKN-1 inh 4.2, MT1-MMP act inh 0.1, NRP1-CendR mod -1.1, eLon inh 2.7, FAS TE block 1.3, MsrA inhibitor -0.8 and MsrA act -5.0.
Screening Cc1cccc(C)c1NC(=O)CS(=O)CC(=O)Nc1ccc(F)cc1F (configuration not stated) returned Neddylation inh inactive, Rin1 Abl inh 6.1, SKN-1 inh -8.9, MT1-MMP act inh 2.7, NRP1-CendR mod -4.5, eLon inh -1.2, FAS TE block -5.6, MsrA inhibitor -0.3 and MsrA act -10.3.
COc1ccc(NC(=O)N(C)C[C@H]2Oc3c(NS(=O)(=O)c4cccs4)cccc3C(=O)N([C@@H](C)CO)C[C@@H]2C)cc1 was read as Neddylation inh inactive, Rin1 Abl inh -2.0, SKN-1 inh -4.2, MT1-MMP act inh 3.3, NRP1-CendR mod -6.9, eLon inh 19.7, FAS TE block 1.9, MsrA inhibitor 2.7 and MsrA act -12.0.
Screening Cn1c(COc2ccc([N+](=O)[O-])cc2)nnc1SCC(N)=O returned Neddylation inh inactive, Rin1 Abl inh -6.1, SKN-1 inh -8.2, MT1-MMP act inh 3.0, NRP1-CendR mod -10.7, eLon inh -6.5, FAS TE block -5.4, MsrA inhibitor 2.8 and MsrA act -4.2.
`COc1ccc(/C=C2\Sc3ccc(C(=O)NCCCN4CCCC4)cc3N(C)C2=O)cc1OC` gave Neddylation inh inactive, Rin1 Abl inh -8.3, SKN-1 inh 1.6, MT1-MMP act inh 4.6, NRP1-CendR mod -7.8, eLon inh -9.2, FAS TE block -6.9, MsrA inhibitor 1.3 and MsrA act -8.1.
O=c1oc(-c2ccccc2)nc2c1cnn2-c1ccccc1 was read as Neddylation inh inactive, Rin1 Abl inh 2.8, SKN-1 inh 2.2, MT1-MMP act inh 2.0, NRP1-CendR mod -4.4, eLon inh 6.9, FAS TE block 10.9, MsrA inhibitor 1.2 and MsrA act -2.4.
Screening CCOC(=O)C1=CN(Cc2cccc(Br)c2)S(=O)(=O)N(CC)C1C (configuration not stated) returned Neddylation inh inactive, Rin1 Abl inh -1.4, SKN-1 inh 2.6, MT1-MMP act inh -2.1, NRP1-CendR mod -2.3, eLon inh -4.0, FAS TE block 23.9, MsrA inhibitor -0.8 and MsrA act 0.5.
O=C(CSc1ncn[nH]1)NN(c1ccccc1)c1ccccc1 was read as Neddylation inh inactive, Rin1 Abl inh 2.0, SKN-1 inh 11.5, MT1-MMP act inh 1.7, NRP1-CendR mod -0.7, eLon inh 3.6, FAS TE block -21.1, MsrA inhibitor 0.5 and MsrA act -3.1.
Screening CCOc1ccc2[nH]c(C)cc(=O)c2c1 returned Neddylation inh inactive, Rin1 Abl inh -0.6, SKN-1 inh -4.2, MT1-MMP act inh 7.9, NRP1-CendR mod -24.6, eLon inh -6.4, FAS TE block -0.2, MsrA inhibitor 0.8 and MsrA act -1.1.
`CC(C)NC(=O)c1ccccc1NC(=O)CN(c1ccc2c(c1)OCO2)S(C)(=O)=O` gave Neddylation inh inactive, Rin1 Abl inh 0.4, SKN-1 inh 6.9, MT1-MMP act inh 0.6, NRP1-CendR mod -3.4, eLon inh -2.7, FAS TE block -3.7, MsrA inhibitor 1.0 and MsrA act -2.3.
For CCN(CCCNC(=O)Cn1ncc2c(=O)oc3ccccc3c21)c1cccc(C)c1 the results were Neddylation inh inactive, Rin1 Abl inh -12.1, SKN-1 inh 20.1, MT1-MMP act inh -3.3, NRP1-CendR mod -2.8, eLon inh 2.7, FAS TE block 0.2, MsrA inhibitor -0.9 and MsrA act 0.8.
`Cc1nc(Cl)sc1C(=O)Nc1cccc(Cl)c1` gave Neddylation inh inactive, Rin1 Abl inh -0.5, SKN-1 inh 15.7, MT1-MMP act inh 0.9, NRP1-CendR mod 5.1, eLon inh -2.4, FAS TE block 3.8, MsrA inhibitor 0.8 and MsrA act -1.6.
For CN(Cc1ccon1)C(=O)CC1C(=O)NCCN1Cc1ccc(F)c(F)c1 (configuration not stated) the results were Neddylation inh inactive, Rin1 Abl inh 3.2, SKN-1 inh -1.3, MT1-MMP act inh -0.9, NRP1-CendR mod 21.3, eLon inh -1.4, FAS TE block -3.5 and MsrA act -6.7.
Screening O=C1NC[C@@H](CCCCN2CCN(CC3CCCCC3)C(=O)C2=O)N(CCC2CCCCC2)C1=O returned Neddylation inh inactive, SKN-1 inh 16.4, MT1-MMP act inh 6.7, NRP1-CendR mod 0.3, eLon inh -4.5, FAS TE block 3.4, MsrA inhibitor -0.9 and MsrA act -1.6.
`Cc1ccc(S(=O)(=O)/N=C2\C=C(NS(=O)(=O)c3ccc(C)cc3)C(=O)c3ccccc32)cc1` gave Neddylation inh inactive, Rin1 Abl inh -1.9, SKN-1 inh 14.0, MT1-MMP act inh 22.7, NRP1-CendR mod 24.8, eLon inh -3.8, FAS TE block 2.6, MsrA inhibitor 0.6 and MsrA act 5.6.
